# High-throughput results from PubChem.
# KCNH2 3.1 block – qHTS for Inhibitors of KCHN2 3.1: Mutant qHTS. Potassium voltage-gated channel subfamily H member 2, brain isoform KCNH2 3.1 (human). AID 720553, 2013. 0.95% of 340,000 active. U2OS KCNH2 3.1, thallium flux FluxOr; active compounds read low. activity change, % (tested at about 1.8 µM);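 active = maximum activity change below -70%; inconclusive = maximum activity change from -70% to -50%; inactive = maximum activity change above -50%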;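 also: thallium influx rate constant from kinetic fluorescence after stimulation buffer; % is scaled to controls: 0 for no effect and ±100 for the full control effect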
#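 Channel expression came from 3.1 mutant virus (1.77 x 10^8 /mL) applied to suspended U2OS cells for 4 h. Flux was tracked with FluxOr dye plus Red40 quencher, and kinetic rate constants normalized to controls.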
# Rab9 promoter act – qHTS Assay for Rab9 Promoter Activators. 2.8% of 320,000 active. Potency, µM (highest dose often 9.22 µM), without a hit: at the top dose activation, negative = inhibition, usual class: activators. AID 485297, 2010. Huh7 Rab9 promoter-luciferase reporter, luminescence, 24 h; also: potency is read from the fitted curve at half-maximal effect; % of control where 0% means no effect; nearly all actives have a fitted effect of over 60% in size
#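 Huh7 reporter line, Rab9 promoter upstream of luciferase. Compound exposure 24 h at 37 °C in reduced-serum medium with 10% FBS. Read-out: luminescence.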
# Giardia killer – Small Molecules that selectively kill Giardia lamblia: qHTS | 0.15% of 340,000 active | activity change, % at 7.66 µM, hits read low | AID 540267, 2011 | Giardia lamblia trophozoite viability; in the data active = activity change below about -80%; inconclusive = between about -30% and that limit;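 also: parasites exposed to compound for two days anaerobically before the ATP read; % is scaled to controls: 0 for no effect and ±100 for the full control effect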
#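 Trophozoites 100 cells/well + cpd; 48 hrs, 37 deg C, anaerobic. ATPLite 1-Step added, 15-30 min RT, luminescence read (ATP-based viability).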
# RORgamma inh – qHTS for inhibitors of ROR gamma transcriptional activity; AID 2551, 2010; 5.4% of 310,000 active; Nuclear receptor ROR-gamma (Mus musculus), P51450; Potency, µM (doses to about 53.6 µM), without a hit: top-dose activity change, negative = inhibition, actives largely listed as inhibitors; Drosophila S2 Gal4-RORgamma UAS-luciferase reporter, 20 h; also: potency is read from the fitted curve at half-maximal effect; % is scaled to controls: 0 for no effect and ±100 for the full control effect; nearly all actives have a fitted effect of over 60% in size
#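 Drosophila Schneider cells stably carrying a metallothionein-driven Gal4 DBD–ROR gamma fusion and a UAS-Photinus luciferase reporter were exposed to compound for 1 hr, then induced with copper sulfate (700 uM final) for 20 hr at ambient temperature before luminescence reading.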
# FLuc modulator – qHTS profiling assay for firefly luciferase inhibitor/activator using purifed enzyme and Km concentrations of substrates (counterscreen for miR-21 project); Luciferin 4-monooxygenase (Photinus pyralis), P08659; 6.9% of 360,000 active; Potency, µM (highest dose often 57.5 µM), for inactives: at the top dose activity change, negative = inhibition, actives largely listed as inhibitors; AID 588342, 2011; purified FLuc, Km substrates, luminescence inhibition;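 also: potency is read from the fitted curve at half-maximal effect; plate controls were vehicle for no effect and reference inhibitor for full effect; nearly all actives have a fitted effect of over 55% in size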
# Target sequence (P08659 whole entry, looked up): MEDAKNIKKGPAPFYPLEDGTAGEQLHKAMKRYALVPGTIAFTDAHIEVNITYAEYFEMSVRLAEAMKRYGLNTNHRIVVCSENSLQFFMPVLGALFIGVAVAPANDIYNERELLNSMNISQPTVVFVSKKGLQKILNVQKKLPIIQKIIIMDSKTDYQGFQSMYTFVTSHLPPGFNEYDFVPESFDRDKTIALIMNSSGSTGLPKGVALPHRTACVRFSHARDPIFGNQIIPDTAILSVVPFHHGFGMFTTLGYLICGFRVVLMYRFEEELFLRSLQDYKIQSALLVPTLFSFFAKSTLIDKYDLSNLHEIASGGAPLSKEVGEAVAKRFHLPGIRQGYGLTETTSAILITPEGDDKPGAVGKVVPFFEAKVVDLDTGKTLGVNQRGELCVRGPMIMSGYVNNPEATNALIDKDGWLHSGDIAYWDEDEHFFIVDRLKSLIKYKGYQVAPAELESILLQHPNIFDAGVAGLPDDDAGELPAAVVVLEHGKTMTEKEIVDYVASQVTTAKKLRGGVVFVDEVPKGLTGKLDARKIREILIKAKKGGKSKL
#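 Purified P. pyralis luciferase (10nM final) with 10uM D-luciferin and 10uM ATP (Km levels) in 50mM Tris acetate pH 7.5, 10mM Mg acetate, 0.01% Tween-20, 0.05% BSA; qHTS 6-point titration, ~60 µM downward; luminescence read.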
# NPC1 prom act – qHTS Assay for NPC1 Promoter Activators; Huh7 NPC1 promoter luciferase reporter, 24 h; Potency, µM (series often up to 9.22 µM), for the others: top-dose activation, actives largely listed as activators; 2.4% of 320,000 active;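 also: potency is read from the fitted curve at half-maximal effect; % of control where 0% means no effect; nearly all actives have a fitted effect of over 60% in size; reporter is driven by a mutant NPC1 promoter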
#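 Readout is luciferase luminescence, reflecting NPC1 promoter activation in stably transfected Huh7 cells after 24 h compound exposure at 37 °C in reduced-serum medium with 10% FBS.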
# uPA generation – qHTS for Inhibitors of Cell Surface uPA Generation | Potency, µM (doses to about 38.3 µM), without a hit: top-dose activity change, negative = inhibition, usual class: inhibitors | cell surface uPA generation assay, qHTS | 0.31% of 330,000 active; active = well fitted inhibition curve with a large enough effect; inconclusive = small, poorly fitted or top-dose-only effect; inactive = no such curve, though single readings can be large or run the other way; tested in mouse RAW 264.7 cells; also: potency is read from the fitted curve at half-maximal effect; % is scaled to controls: 0 for no effect and ±100 for the full control effect; nearly all actives have a fitted effect of over 55% in size
# ELG1 genotox – qHTS screen for small molecules that induce genotoxicity in human embryonic kidney (HEK293T) cells expressing luciferase-tagged ELG1. Potency, µM (highest dose often 46 µM), for the others: at the top dose activity change, positive = activation, hits mostly activators. HEK293T ELG1-luciferase reporter, luminescence, 16 h. 1.3% of 330,000 active; also: potency is read from the fitted curve at half-maximal effect; % of control where 0% means no effect; nearly all actives have a fitted effect of over 60% in size
#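 Genotoxicity was scored as increased ELG1-luciferase reporter signal, measured by ONE-Glo luminescence (30 min, room temperature). Compound or vehicle exposure of the HEK293T reporter cells lasted 16 hr at 37°C.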
# Tb PFK block – qHTS Assay to Find Inhibitors of T. brucei phosphofructokinase; ATP-dependent 6-phosphofructokinase (Trypanosoma brucei brucei), O15648; AID 485367, 2010; Potency, µM (highest dose often 57.5 µM), inactives show top-dose activity, negative = inhibition, usual class: inhibitors; T. brucei PFK, ADP-Glo luminescence; 0.17% of 330,000 active;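 also: potency is read from the fitted curve at half-maximal effect; 0% = uninhibited 1x PFK enzyme wells and -100% = no-enzyme wells; nearly all actives have a fitted effect of over 60% in size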
# Target sequence (O15648 whole entry, looked up): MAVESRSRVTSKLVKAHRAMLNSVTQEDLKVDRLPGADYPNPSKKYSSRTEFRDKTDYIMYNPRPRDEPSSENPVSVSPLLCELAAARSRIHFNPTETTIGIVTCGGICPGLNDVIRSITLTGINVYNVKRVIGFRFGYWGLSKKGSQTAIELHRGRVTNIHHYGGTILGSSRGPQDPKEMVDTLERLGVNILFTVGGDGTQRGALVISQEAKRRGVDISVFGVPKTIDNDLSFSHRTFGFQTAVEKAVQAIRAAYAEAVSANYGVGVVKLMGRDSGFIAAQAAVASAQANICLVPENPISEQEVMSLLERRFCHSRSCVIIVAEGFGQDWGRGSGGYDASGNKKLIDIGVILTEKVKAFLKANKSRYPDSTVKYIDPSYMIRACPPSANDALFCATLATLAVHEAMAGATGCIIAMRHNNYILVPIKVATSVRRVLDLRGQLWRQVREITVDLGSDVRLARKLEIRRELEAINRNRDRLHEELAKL
#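 ADP-Glo luminescence quantified ADP after 45 min at room temperature, with 1.25 nM T. brucei PFK, 0.1 mM ATP and 0.5 mM fructose-6-phosphate in pH 8.0 TEA buffer. qHTS titrations up to 57 µM; curves classified by quality.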
# VP16 counter – VP16 counterscreen qHTS for inhibitors of ROR gamma transcriptional activity. Drosophila S2 Gal4-VP16 UAS-luciferase, luminescence, 20 h. Potency, µM (highest dose often 53.6 µM), without a hit: at the top dose activity, negative = inhibition, hits mostly inhibitors. 3.5% of 310,000 active. AID 2546, 2010;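 also: Gal4-VP16 expression switched on by copper sulfate through the metallothionein promoter; potency is read from the fitted curve at half-maximal effect; % is scaled to controls: 0 for no effect and ±100 for the full control effect; nearly all actives have a fitted effect of over 50% in size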
# Coupling enz – qHTS Assay for Inhibitors of Fructose-1,6-bisphosphate Aldolase from Giardia Lamblia: Coupling assay counterscreen | activity change, negative = inhibition, % at 58.2 µM, hits read low | 0.67% of 290,000 active | coupling enzyme system counterscreen, AmpLite Red fluorescence; in the data active = activity change below about -30%; also: % is scaled to controls: 0 for no effect and ±100 for the full control effect
#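 Activity here indicates interference with the coupling reaction, not aldolase inhibition. Compounds at 57.5 uM final met coupling enzymes for 10 min at RT; substrate and AmpLite Red detection followed, with a 525/598 nm fluorescence read after 20 min.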
# Numbers without * were called inactive; ? = inconclusive; · = no result given; [ ] = remark or other dose. Unless noted, calls follow the shape of the dose curve; as a rule, active = well fitted curve in the direction sought with a large enough effect; inconclusive = small, poorly fitted or top-dose-only effect, or another doubt; inactive = no such curve, though single readings can be large; an effect the other way counts as inactive or inconclusive.
SMILES,KCNH2 3.1 block,Rab9 promoter act,Giardia killer,RORgamma inh,FLuc modulator,NPC1 prom act,uPA generation,ELG1 genotox,Tb PFK block,VP16 counter,Coupling enz
O=S(=O)(O)C1CCNCC1,·,-4%,·,-9%,3%,-1%,·,3%,-7%,-11%,3
CCC(=C(c1ccc(OC)cc1)c1ccc(OC)cc1)c1cn(CC(O)CN2CCN(C)CC2)c2ccccc12 (centres undefined),-14,-2%,5,?,1%,0%,3%,-40%[inhibitor],-6%,?,0
CN(C(=O)COC(=O)c1ccc(Cl)c(S(=O)(=O)N2CCCCC2)c1)C1(C#N)CCCCC1,-13,-8%,13,·,-15%,-2%,-3%,0%,0%,·,·
COC(=O)c1sccc1NC(=O)c1ccc2c(c1)OCO2,4,-2%,-8,3%,6%[2.3 µM],0%,1%,3%,0%,0%,4
COCC(=O)Nc1ccc(S(=O)(=O)N2CCCC2)cc1,-6,-4%,-9,-6%,2%,2%,11%,-1%,0%,4%,2
O=S(=O)(c1ccc(NC(=S)N/N=C/c2c3ccccc3cc3ccccc23)cc1)N1CCOCC1,-2,-43%[inhibitor],35[activator],?,1%,-14%,?,-11%,9%,7.1µM*,-9
CC(=O)N/C(N)=N/c1nc2cc([N+](=O)[O-])ccc2o1,-9,3.2µM*,10,-31%,?,?,0%,?,4%,15%,-2
Cc1cc(NC(=O)CSc2ncnc3sccc23)no1,?,3%,-3,1%,-1%,-2%,2%,1%,-2%,-20%,0
CC(Sc1ccccc1)C(=O)Nc1cccc(N(C)S(C)(=O)=O)c1 (centres undefined),5,·,-7,30%,2%,·,12%,·,·,22%,2
CN(C)S(=O)(=O)c1ccc(N2CCCC2)c(C(=O)NCC2COc3ccccc3O2)c1 (centres undefined),-37,-8%,-3,·,-2%,1%,3%,-3%,-3%,·,·

# 2 entries from above, with bars between the fields.
SMILES | KCNH2 3.1 block | Rab9 promoter act | Giardia killer | RORgamma inh | FLuc modulator | NPC1 prom act | uPA generation | ELG1 genotox | Tb PFK block | VP16 counter | Coupling enz
COCC(=O)Nc1ccc(S(=O)(=O)N2CCCC2)cc1 | -6 | -4% | -9 | -6% | 2% | 2% | 11% | -1% | 0% | 4% | 2
O=S(=O)(c1ccc(NC(=S)N/N=C/c2c3ccccc3cc3ccccc23)cc1)N1CCOCC1 | -2 | -43%[inhibitor] | 35[activator] | ? | 1% | -14% | ? | -11% | 9% | 7.1µM* | -9

# (next part)
SMILES,KCNH2 3.1 block,Rab9 promoter act,Giardia killer,RORgamma inh,FLuc modulator,NPC1 prom act,uPA generation,ELG1 genotox,Tb PFK block,VP16 counter,Coupling enz
COc1ccc(-c2cc(C(F)(F)F)c(C#N)c(SCC(=O)Nc3nc(C)co3)n2)cc1,13,11%,27,-3%,0%,-3%,5%,3%,1%,0%,1
CC1COc2ccccc2N1S(=O)(=O)c1ccccc1 (centres undefined),0,-7%,2,4%,4%,-8%,-2%,-4%,-2%,-18%,-1
COc1cc(OC)c(NC(=O)C2CC(=O)N(c3ccc4c(c3)OCCO4)C2)cc1Cl (centres undefined),3,-3%,-8,·,1%,-2%,14%,2%,0%,·,·
COc1ccc(-c2cc(C(=O)NCC(c3ccco3)N(C)C)c3ccccc3n2)cc1OC (centres undefined),-18,0%,12,·,?,-1%,-15%,-13%,-4%,·,·
Cc1cccc(-n2nc3c(c2NC(=O)c2ccc(Br)o2)CSC3)c1,-4,-10%,-13,3.2µM*,9%,-6%,0%,1%,1%,16%,5
O=[N+]([O-])c1ccc2cn(-c3ccccc3)nc2c1,1,2µM*,-26,34%,9.5µM*,?,-4%,?,-3%,-3%,-5
Cn1c(NNC(=O)c2ccc(C(C)(C)C)cc2)cc(=O)n(C)c1=O,3,-1%,24,-5%,-14%,-2%,4%,4%,-2%,-4%,-34*
Cc1occc1C(=O)NNC(=O)c1ccccc1Br,-4,16%,5,6%,-15%,8%,-5%,13%,-1%,-14%,-1
Cc1noc(C)c1COc1cccc(C(=O)N(C)Cc2cccs2)c1,-8,-3%,1,·,6%,-3%,11%,2%,3%,·,·
COc1ccccc1CN1CCC(CNS(=O)(=O)c2cc(-c3cc(C)no3)ccc2OC)CC1,-7,3%,-1,-3%,0%,1%,-25%,0%[9.26 µM],1%,1%,1
COc1ccccc1Nc1c2c(nc3ccccc13)CCC2,1,-25%,-5,2%,6%,-26%,-18%,-6%,2%,0%,1
O=C(O)c1cc(-c2ccc(Cl)c(Cl)c2)n(-c2ccccc2)n1,15,-3%[1.84 µM],-9,19%,-5%,-1%,0%,-1%,5%,0%,-5
CCC(CC)C(=O)Nc1cccc(-c2nc3ccccc3o2)c1,0,-2%,4,-22%,-3%,0%,0%,-8%,-3%,12%,2
O=C(CNC(=O)c1ccccc1F)N/N=C/c1cccnc1,6,24%,23,15%,-14%,10%,-4%,8%,4%,-1%,-1
CC(C)(C)S(=O)(=O)c1cnc(-c2ccccn2)nc1N,-4,24%,-20,-41%,-13%,2%,-2%,2%,0%,-2%,8
CCN(C(=O)CSc1nncn1-c1ccccc1)c1c(N)n(Cc2ccccc2)c(=O)[nH]c1=O,7,-3%,3,-7%[10 µM],1%,-2%,2%,2%,6%,-2%,3
COc1cc(C(=O)Nc2ccc(S(=O)(=O)NC(C)C)cc2)cc(OC)c1OC,-3,1%,-16,3%,-1%,-1%,·,5%,1%,2%,2
COC(=O)/C=C(\Oc1ccccc1)C1(O)CCCCC1,13,-1%,-1,21%,-1%,-5%,-2%,0%,1%,1%,4
CCN(CC)CC(=O)Nn1c(C)nc2c(ncn2-c2ccccc2)c1=O,-2,-7%,-1,-1%,-1%,1%,18%,-2%,-2%,2%,0
Cc1ccc(C(=O)Nc2sc3c(c2C(=O)O)CCCC3)o1,-13,?,4,6%,12µM*,?,?,4%,5%,-13%,·

# A different layout for 3 compounds above:
mol | KCNH2 3.1 block | Rab9 promoter act | Giardia killer | RORgamma inh | FLuc modulator | NPC1 prom act | uPA generation | ELG1 genotox | Tb PFK block | VP16 counter | Coupling enz
CCC(=C(c1ccc(OC)cc1)c1ccc(OC)cc1)c1cn(CC(O)CN2CCN(C)CC2)c2ccccc12 (centres undefined) | -14 | -2% | 5 | ? | 1% | 0% | 3% | -40%[inhibitor] | -6% | ? | 0
CN(C(=O)COC(=O)c1ccc(Cl)c(S(=O)(=O)N2CCCCC2)c1)C1(C#N)CCCCC1 | -13 | -8% | 13 | · | -15% | -2% | -3% | 0% | 0% | · | ·
COC(=O)c1sccc1NC(=O)c1ccc2c(c1)OCO2 | 4 | -2% | -8 | 3% | 6%[2.3 µM] | 0% | 1% | 3% | 0% | 0% | 4

# Next section:
SMILES,KCNH2 3.1 block,Rab9 promoter act,Giardia killer,RORgamma inh,FLuc modulator,NPC1 prom act,uPA generation,ELG1 genotox,Tb PFK block,VP16 counter,Coupling enz
Cc1cc(C)c(OCCCCCNCCO)c(C)c1,13,7%,4,15%,0%,10%,-6%,1%,0%,3%,-2
O=[N+]([O-])c1nn(-c2ccccc2)[n+]([O-])c1N1CCN(c2ccccc2F)CC1,-3,0%,-89*,3%,-13%,-1%,3%,-11%,7%,2%,1
CC1=NCCN1S(=O)(=O)c1c(C(C)C)cc(C(C)C)cc1C(C)C,1,-6%,24,7%,0%,-6%,-2%,-9%,0%,?,5
N#CC1=C(N)c2ccccc2CC12CCCCC2,-4,-8%,-8,5%,5%,0%,5%,-4%,1%,-2%,-1
CC1CCCN(c2ncnc3c2cnn3-c2ccc(Cl)cc2)C1 (centres undefined),-7,-29%,?,-41%,0.095µM*,-38%[inhibitor],2.2µM*,1%,3%,-75%,6
Cc1ccc(S(=O)(=O)c2c(COC(=O)c3ccc(Cl)cc3)c(-c3ccccc3)nn2C)cc1,-8,3%,-10,5%,1%,-1%,-2%,-9%,0%,5%,0
S=C(NCc1ccco1)Nc1ccc(Oc2ccccc2)cc1,1,1%,-18,6.3µM*,?,8%,-11%,-3%,-12%,?,2
